MgcRacGAP inhibition – MgcRacGAP GTPase-activating activity inhibitors, confirmation, biochemical, ADP Hunter fluorescence. MgcRacGAP-stimulated Rac1 GTP hydrolysis, ADP Hunter fluorescence; higher % means a stronger effect; GST-tagged Rac1 F28L mutant substrate. inhibition, % at 30 µM, or IC50 in µM where a hit was titrated. 340,000 compounds, 0.6% hits. AID 624330;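 active means first-screen hits whose inhibition reached a set limit at any dose in the follow-up dose series; inconclusive means inhibition above the set first-screen limit but never retested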;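 further: fluorescence reports GDP produced by GAP-driven GTP hydrolysis; strong numbers were not always called active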
LYP inhibition – PTPN22 lymphoid phosphatase activity blockers – biochemical, fluorescence intensity, uHTS (AID 1779) | recombinant LYP phosphatase, fluorescence intensity; higher % means a stronger effect | inhibition, % at 11.5 µM; hits with a dose series show IC50 in µM | 290,000 compounds, 0.054% hits; in the data active means inhibition above about 50%;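 further: plate controls were vehicle with enzyme for no effect and no enzyme for full effect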
RSV antiviral HEp-2 – RSV antiviral activity via CPE protection, HEp-2 cells, primary 10 µM value included (AID 2391) | HEp-2 cells, RSV-induced CPE inhibition; higher % means a stronger effect | CPE inhibition, % at 10 µM, or IC50 in µM where a hit was titrated | 310,000 compounds, 0.13% hits; in the data active means a potency from the dose series; inconclusive means CPE inhibition mostly from about 23% at the one dose, without a potency; inactive means the rest, 99 in 100 with CPE inhibition below about 21%; further: strong numbers were not always called active
West Nile antiviral – West Nile virus antiviral activity, cell-based, CPE readout (AID 1621) | one-dose CPE inhibition, % at 10 µM; IC50 in µM for titrated hits | West Nile virus-infected cells, CPE inhibition; higher % means a stronger effect | 290,000 compounds, 0.02% hits; in the data active means a potency from the dose series; inconclusive means CPE inhibition mostly from about 3.7% at the one dose, without a potency; inactive means the rest, 99 in 100 with CPE inhibition below about 2.2%; further: strong numbers were not always called active
Dengue-2 NS5 capping – flavivirus cap methylation enzyme inhibition – biochemical, confirmation dose response, primary screen (AID 588689). 340,000 compounds, 0.3% hits. Dengue-2 NS5 methyltransferase capping enzyme assay, biochemical; higher % means a stronger effect. inhibition, % at 25 µM, or IC50 in µM where a hit was titrated; in the data active means a potency from the dose series; inconclusive means inhibition above about 29% without an active follow-up result
ER stress rescue – rescue of cells from ER stress-induced death, primary screen, 384-well, CSM14.1, thapsigargin, ATP luminescence (AID 1222); CSM14.1 thapsigargin-induced death rescue, ATP luminescence; higher % means a stronger effect; 190,000 tested, under 10 active; cellular ATP content (survival), % at 20 µM; hits with a dose series show EC50 in µM;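 active means EC50 below 50 µM in the dose-response confirmation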;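 further: death triggered by thapsigargin at about 15 µM added after 2 h compound pretreatment; cell ATP read after overnight thapsigargin exposure of roughly 18 to 22 hours; normalized against plate controls of thapsigargin alone and 5% DMSO vehicle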
PhoP inhibition – PhoP-dependent GFP reporter repression – Salmonella Typhimurium, primary screen (AID 1863); S. Typhimurium PhoP-regulated promoter GFP reporter, 4 h; higher % means a stronger effect; inhibition, % at 50 µM; hits with a dose series show IC50 in µM; 300,000 compounds, 0.16% hits;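 active means inhibition over 29.93%, a cutoff 3 SD above the screen mean, later confirmed by dose response; inconclusive means inhibition over 29.93% but no dose response follow-up; inactive means inhibition at most 29.93% or unconfirmed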;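 further: 0% = low Mg2+ inducing control and 100% = high Mg2+ repressing control; strong numbers were not always called active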
Large T inhibition – SV40 large T antigen inhibitors, biochemical (AID 1903). SV40 large T antigen ATPase/helicase inhibition assay; higher % means a stronger effect. one-dose inhibition, % at 20 µM; IC50 in µM for titrated hits. 310,000 compounds, 0.39% hits; in the data active means a potency from the dose series; inconclusive means inhibition mostly from about 32% at the one dose, without a potency; inactive means the rest, 99 in 100 with inhibition below about 32%; further: strong numbers were not always called active
GPR35 arrestin U2OS – GPR35 antagonists blocking zaprinast-driven arrestin recruitment, primary screen, imaging, U2OS, beta-arrestin-GFP, zaprinast agonist (AID 2058); U2OS GPR35 beta-arrestin-GFP translocation imaging, zaprinast antagonism; higher % means a stronger effect; 290,000 compounds, 0.052% hits; inhibition, % at 10 µM; hits with a dose series show IC50 in µM;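 active means inhibition of at least 50% with at least 30 cells and total cytoplasm GFP at most 10,000,000; inconclusive means under 30 cells or total GFP of 10,000,000 plus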
Dengue-2 NS5 capping pilot replicate – further read-out of Dengue-2 NS5 capping, marked with its call; inhibition, %; measured here: pilot screen replicate inhibition
An asterisk follows results filed as active; ? = inconclusive; / = no result given.

SMILES	MgcRacGAP inhibition	LYP inhibition	RSV antiviral HEp-2	West Nile antiviral	Dengue-2 NS5 capping	ER stress rescue	PhoP inhibition	Large T inhibition	GPR35 arrestin U2OS	others
CN(C)C(CNC(=O)CSc1nc2ccccc2c(=O)n1Cc1ccco1)c1ccccc1 (stereo not drawn)	0%	/	0.1%	/	3%	/	0%	26%	/
O=C(c1ccc(Cl)c(S(=O)(=O)N2CCCCCC2)c1)N1CCCCC1	6%	-4%	1.0%	-0.7%	-1%	/	1%	5%	16%
O=C(CSc1nccn1Cc1ccco1)Nc1ccccc1C(F)(F)F	8%	-9%	3.5%	-0.3%	-4%	/	1%	7%	-4%
O=C(Nc1cccnc1)C1CCCN1S(=O)(=O)c1ccc(Cl)c(Cl)c1 (stereo not drawn)	0%	-6%	2.1%	-1.1%	-3%	-0.2%	12%	12%	-2%
CCOC(=O)CC1(NC(=O)C2CCC(=O)N(Cc3ccccc3F)C2)CCCCC1 (stereo not drawn)	-8%	-10%	-0.8%	-0.2%	3%	/	5%	18%	16%
COC(=O)C1C(O)=C(C=Nc2cccc3ccccc23)C(=O)CC1(C)C (stereo not drawn)	25%	-2%	3.8%	0.9%	-5%	/	-12%	33%	-2%
CN(C)CCn1ccc(O)c(Cc2ccc(Cl)cc2)c1=O	7%	-11%	-0.2%	0.0%	-1%	/	-1%	11%	8%
COc1cc(C(c2c(C)[nH][nH]c2=O)c2c(C)[nH][nH]c2=O)cc(OC)c1OC	8%	-6%	0.6%	-0.4%	2%	0.5%	21%	?	14%
Cc1cccc(NC(=O)COc2ccccc2C(=O)NC(C)c2ccccc2)c1 (stereo not drawn)	-2%	-2%	21%	-1.5%	-4%	/	2%	-3%	-7%
Cc1coc2c(C)c3oc(=O)c(CCC(=O)NCc4ccccn4)c(C)c3cc12	6%	-7%	1.5%	-0.7%	9%	/	1%	14%	-11%
O=C(O)c1ccc(/C=N/N2CCN(Cc3ccc(Cl)cc3)CC2)cc1	2%	0%	2.6%	0.5%	-5%	1.8%	0%	15%	11%
O=C(NCc1ccco1)c1cnn2c1NC(c1ccccc1)CC2C(F)(F)F (stereo not drawn)	3%	-3%	2.5%	0.0%	0%	0.5%	1%	8%	7%
COCCN(C(=O)CC1C(=O)NCCN1Cc1ccc(-c2ccccc2)cc1)C(C)C (stereo not drawn)	6%	-16%	0.2%	-0.9%	4%	0.0%	1%	14%	15%
C/C(CC(=O)Nc1ccc(Br)cc1)=N\NC(=O)c1cccc(O)c1	15%	-6%	1.1%	-1.2%	9%	/	6%	-8%	-1%
CCOc1ccc(CCNC(=O)C2CCCN(c3nn4c(=O)cc(C)nc4s3)C2)cc1OCC (stereo not drawn)	8%	-1%	-2.0%	0.0%	3%	1.3%	-5%	1%	0%
Cc1cccc(-c2nnc3n2N=C(c2ccccc2)CS3)c1	7%	-5%	1.7%	-0.1%	-6%	0.9%	-5%	15%	-16%	Dengue-2 NS5 capping pilot replicate=-2.3
COc1ccc(C(=O)/C=C/c2cccs2)c(OC(=O)N2CCOCC2)c1	12%	-6%	-0.8%	0.2%	-9%	-0.9%	-10%	27%	-2%
CCN(c1ccccc1)S(=O)(=O)c1ccc2c(c1)C(C)(C)C(=O)N2C	3%	-12%	3.7%	-0.3%	-1%	/	/	14%	2%
COc1ccccc1NS(=O)(=O)c1cccc(C(=O)OCC(=O)Nc2cc(C)on2)c1	12%	-10%	1.9%	0.1%	4%	-0.9%	-6%	-3%	6%
COC(=O)c1ccccc1NC(=O)CN1CCC(C)CC1	0%	-1%	-0.4%	-0.6%	-11%	0.3%	4%	1%	1%
O=C(N1CCCC1)C(F)(F)Oc1ccc(F)cc1	5%	-12%	-0.7%	0.1%	-2%	0.3%	6%	10%	4%
O=C(N1CCOCC1)C12CC3CC(C1)CC(C(=O)N1CCOCC1)(C3)C2	1%	-10%	0.8%	-0.2%	-7%	-1.1%	-4%	-1%	-3%
CCCCCCCCc1nc(SC(C)C(=O)O)n[nH]1 (stereo not drawn)	3%	-7%	1.1%	0.2%	5%	-1.2%	-12%	2%	6%
O=C(O)C1C2C=CC(C2)C1C(=O)Nc1cccc(C(F)(F)F)c1 (stereo not drawn)	11%	-6%	0.8%	-0.3%	2%	/	0%	8%	-11%
COCCNC(=O)C(c1ccc(C)o1)N(C(=O)C(=O)NC1CCCCC1)c1ccc(F)cc1 (stereo not drawn)	-1%	-6%	-0.6%	-0.2%	-6%	-2.3%	7%	5%	1%
Cc1cccc(NC(=S)N(Cc2ccc(Cl)cc2)Cc2ccc(C(=O)O)cc2)c1	12%	-1%	15%	0.4%	-1%	-6.1%	-2%	25%	-10%
COc1ccc(NC(=O)CCCC(=O)c2ccccc2)c(OC)c1	4%	1%	1.0%	-0.1%	-5%	/	-1%	8%	20%
Cc1ccnc(NC(=O)CS(=O)(=O)Cc2ccccc2)c1	1%	0%	-1.0%	0.2%	-5%	0.0%	-1%	14%	-5%
COCCNC(=O)C(c1ccc(F)cc1)N(C(=O)CCC(=O)Nc1nccs1)c1cccc(C)c1 (stereo not drawn)	10%	-1%	0.7%	-0.9%	-6%	3.1%	-6%	7%	-3%
COc1cccc(C(=O)N(C)CC2CCN(CCc3cccc(C(F)(F)F)c3)CC2)c1	-3%	-4%	-0.7%	-1.5%	0%	/	5%	8%	-2%
O=C(Nc1ccc([N+](=O)[O-])cn1)c1cc(-c2cccc(Cl)c2)nc2ccccc12	5%	2%	3.4%	-0.3%	0%	-0.3%	-18%	-3%	2%
COc1ccc(NC(=O)CN(C)C(=O)CCNS(=O)(=O)c2ccc(Br)cc2)cc1	10%	-9%	1.7%	-1.4%	-1%	/	-4%	8%	-7%
O=C(c1ccc(-c2ccccc2)cc1)C1CCCN(C(=O)Cn2cncn2)C1 (stereo not drawn)	7%	-5%	4.7%	-1.6%	-9%	0.9%	-7%	5%	11%
COCCOC(=O)C(C#N)c1nc2ccccc2nc1N1CCCC1 (stereo not drawn)	12%	-9%	2.5%	0.6%	-9%	-0.8%	0%	12%	-1%
O=C(c1cccc([N+](=O)[O-])c1)N1CCN(c2cccc(Cl)c2)CC1	5%	-6%	-1.1%	-1.3%	1%	-0.2%	-17%	11%	9%
Cc1ccnc(NC(=O)C2CCC(CNc3c(N4CCCC4)c(=O)c3=O)CC2)c1 (stereo not drawn)	8%	2%	2.3%	0.4%	-2%	/	13%	7%	-18%
CC12CCC(C(=O)N(CC(O)CN3CCN(Cc4ccccc4)CC3)C1=O)C2(C)C (stereo not drawn)	/	-7%	0.0%	-0.2%	/	/	-11%	8%	-11%
Cc1ccc(/C=N\NC(=O)CCc2n[nH]c(=O)[nH]c2=O)o1	15%	4%	0.8%	0.4%	-1%	-11%	-4%	4%	0%
CC1Oc2ccccc2C=C1/C=N/NC(=O)[C@@H](C)NC(=O)OC(C)(C)C (stereo partly drawn)	2%	-2%	9.0%	-1.1%	-5%	/	-7%	1%	11%
Cc1ccc(-n2ncc3c(SCc4ccccn4)ncnc32)c(C)c1	5%	-4%	?	0.5%	-5%	/	-6%	4%	21%
Cc1ccc(NCC(=O)N/N=C/c2cccc(Oc3ccccc3)c2)cc1	1%	-5%	5.0%	-0.2%	-10%	-1.8%	-5%	29%	-10%
C[N+](C)(C)C(Cc1c[nH]c2ccccc12)C(=O)[O-] (stereo not drawn)	/	-4%	/	0.0%	/	/	-6%	/	-1%
CCC(CC)C(=O)Nc1cccc(C(=O)NCc2ccco2)c1	7%	0%	-1.5%	1.3%	-3%	-2.2%	7%	2%	13%
COc1ccc(N2CCN(c3ccc(N4C(=O)COCC4=O)cc3[N+](=O)[O-])CC2)cc1	9%	-3%	3.3%	-0.8%	-1%	2.1%	6%	16%	11%
Cc1ccc(C(O)P(=O)(OCCC(C)C)c2ccc(N(C)C)cc2)cc1 (stereo not drawn)	/	-2%	1.4%	-1.1%	-4%	/	4%	3%	-14%
Cn1cc(C(=O)N2CCN(c3ccccc3)CC2)c(=O)c2cc(S(=O)(=O)N3CCOCC3)ccc21	14%	-6%	4.6%	0.0%	-4%	/	-1%	23%	-11%
O=C(c1cccs1)N1N=C(c2ccccc2)CC1c1ccccc1O (stereo not drawn)	6%	-6%	0.7%	-0.1%	-1%	0.5%	-3%	10%	-10%
CCN1C(=O)C2(C(C#N)=C(N)Oc3c2c(C)nn3-c2ccccc2)c2ccccc21 (stereo not drawn)	9%	-5%	1.4%	0.8%	1%	-0.8%	8%	?	7%

Overlap with the part before: 2 entries; new compounds follow.
SMILES	MgcRacGAP inhibition	LYP inhibition	RSV antiviral HEp-2	West Nile antiviral	Dengue-2 NS5 capping	ER stress rescue	PhoP inhibition	Large T inhibition	GPR35 arrestin U2OS	others
O=C(c1cccs1)N1N=C(c2ccccc2)CC1c1ccccc1O (stereo not drawn)	6%	-6%	0.7%	-0.1%	-1%	0.5%	-3%	10%	-10%
CCN1C(=O)C2(C(C#N)=C(N)Oc3c2c(C)nn3-c2ccccc2)c2ccccc21 (stereo not drawn)	9%	-5%	1.4%	0.8%	1%	-0.8%	8%	?	7%
COc1ccc(S(=O)(=O)n2nc(OC(=O)c3ccc(C)cc3)cc2N)cc1	6%	-2%	1.3%	0.1%	-10%	-1.4%	-2%	11%	16%
CCCCOC(=O)Nc1cc(Cl)ccc1C	8%	-10%	0.3%	0.2%	-9%	-1.5%	-2%	14%	2%
O=C(COC(=O)C1CC1)Nc1ccc(N=Nc2ccccc2)cc1	-9%	-1%	2.0%	-1.1%	-5%	-0.8%	1%	14%	27%
CCc1nn(CC(=O)NCCC(C)C)c(=O)c2cc3c(OC)cccc3n12	10%	0%	0.1%	-0.4%	4%	/	-2%	3%	-6%
COc1ccc(Cl)c(NC(=O)Cn2nnc(-c3ccccc3N)n2)c1	7%	-12%	2.7%	0.5%	-3%	1.3%	-2%	6%	6%
Cc1cc(C)n(-c2nc(Nc3ccccc3C)nc(-n3nc(C)cc3C)n2)n1	/	-8%	4.5%	0.7%	/	0.2%	1%	14%	-6%
O=c1c2ccccc2cnn1-c1nc2ccccc2[nH]1	5%	-4%	/	-0.8%	5%	-3.0%	5%	6%	-10%
O=c1[nH]c2ccc(Cl)cc2c(=O)n1Cc1ccco1	11%	-6%	1.9%	0.3%	2%	0.5%	-5%	6%	-8%
COc1ccccc1NC(=O)C1CCCN(S(=O)(=O)c2ccc3c(c2)CC(C)N3C(C)=O)C1 (stereo not drawn)	13%	-5%	2.2%	-0.3%	-1%	/	5%	8%	3%

High-throughput results from PubChem.
